From PubChem BioAssay
HP1b binding inh – blocks HP1-beta chromodomain binding to methylated histone tails | P83916 | AlphaScreen HP1-beta / biotin-H3K9me3 peptide binding | Potency, µM (series often up to 114 µM), inactives show at the highest dose activity change, negative = inhibition, usual class: inhibitors | 390,000 tested, 0.56% active | AID 540317; further: potency means the concentration at half of the fitted maximal effect; nearly all actives have a fitted effect of over 70% in size; inactives centre near 23
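AlphaScreen: HP1-beta (50 nM) preformed 30 min with biotin-H3(1-18)K9me3 peptide (50 nM) in PBS pH 7.4, 0.01% Tween-20. Compound added for 30 min at RT, then streptavidin donor/nickel chelate acceptor beads (10 ug/mL) for 30 min.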
PI4K2A block – blocks human PI4K2A kinase activity; Q9BTU6; purified PI4K2A, ADP-Glo luminescence, 1 h; hits give low values; activity change, negative = inhibition, % at 76.9 µM; 420,000 tested, 0.13% active; in the data active means activity change below about -50%; inconclusive means mostly about -30% to -49%;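 further: -100% = wells without enzyme as full effect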
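PI4K2A activity was measured by ADP-Glo luminescence: enzyme (4 ug/mL stock) and phosphatidylinositol (1.2 mM stock) in Tris pH 7.5/MgCl2/EGTA/Triton X-100 buffer were reacted with ATP (300 microM stock) for one hour at ambient temperature.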
G9a inh – G9a (human) methyltransferase inhibition; Q96KQ7; G9a H3K9 monomethylation, AlphaScreen, 2 h; Potency, µM (series often up to 102 µM), for inactives: top-dose activity, negative = inhibition, hits mostly inhibitors; 350,000 tested, 8.8% active; AID 504332; further: potency means the concentration at half of the fitted maximal effect; on the % scale 0 is the no-effect control and ±100 the full control effect; nearly all actives have a fitted effect of over 75% in size
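Readings reflect AlphaScreen signal from monomethyl-H3K9 antibody detection. HMT at 20 nM; substrate b-H3K9 500 nM; cofactor SAM 20 uM; 2 h RT reaction; compounds tested as titrations in qHTS with 15 min preincubation.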
GLS inhibitor – blocks human kidney-isoform glutaminase activity | 410,000 tested, 0.21% active | AID 624170 | Potency, µM (top dose mostly 45.5 µM), without a hit: at the highest dose activity change, negative = inhibition, usual class: inhibitors | GLS enzymatic activity, qHTS titration | O94925; further: potency means the concentration at half of the fitted maximal effect; on the % scale 0 is the no-effect control and ±100 the full control effect
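Coupled fluorescence readout: glutamate oxidase/HRP/Amplex Red detect glutamate formed by hKGA from L-glutamine (1 mM solution added). Buffer 45 mM KH2PO4 pH 8.2, 0.02% Tween-20; reads at t0 and 30 min RT.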
BAZ2B inh – BAZ2B (human) inhibition | Q9UIF8 | AlphaScreen BAZ2B-H3K14Ac peptide displacement | Potency, µM (titrated, usually from 114 µM), inactives show at the top dose activity change, negative = inhibition, actives largely listed as inhibitors | 360,000 tested, 4.4% active | AID 504333; further: potency means the concentration at half of the fitted maximal effect; on the % scale 0 is the no-effect control and ±100 the full control effect; nearly all actives have a fitted effect of over 60% in size
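BAZ2B (50 nM) with biotin-H3(5-23)K14Ac peptide (50 nM) in PBS pH 7.4, 0.01% Tween-20, preformed 30 min, then compound 30 min at room temperature; top concentration 110uM. AlphaScreen streptavidin donor/nickel chelate acceptor beads (10 ug/mL final), 20 min dark, signal read.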
12-LOX inh – inhibitors of human 12S-lipoxygenase ALOX12 | purified 12hLO, xylenol orange hydroperoxide absorbance | Potency, µM (top dose mostly 108 µM), inactives show top-dose activity change, negative = inhibition, actives largely listed as inhibitors | 580,000 tested, 1.1% active | AID 1671190; further: potency means the concentration at half of the fitted maximal effect; on the % scale 0 is the no-effect control and ±100 the full control effect
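Purified human 12hLO at 150 nM in 25 mM Hepes, 0.01% Triton X-100, pH 7.0, preincubated 15 min at room temperature with compound. Reaction started with 40 uM arachidonic acid, 30 min at room temperature. Hydroperoxide measured by Fe-xylenol orange, 573/405 nm absorbance ratio.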
ERG-DNA inh – ERG Ets/DNA interaction inhibition | P11308 | fluorescence polarization, His-ERG Ets domain / labelled DNA | Potency, µM (doses to about 76.9 µM), without a hit: top-dose FP activity, negative = inhibition, usual class: inhibitors | 370,000 tested, 0.028% active; active means well fitted inhibition curve with a large enough effect in the polarisation, with a control signal flat; inconclusive means small, poorly fitted or top-dose-only effect, or effect the other way, or a change in a side signal; inactive means no such curve, though single readings can be large or run the other way; the % refers to the polarisation;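 further: polarization taken with two DNA probes labelled with fluorescein and Texas red; potency means the concentration at half of the fitted maximal effect; % of control where 0% means no effect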
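His-tagged ERG Ets domain (1 uM in the protein solution; 300mM KCl, 50mM Tris-HCl, 1mM EDTA, 1mM DTT, pH 7.5) received compound, then a probe mix of 5 nM fluorescein-DNA and 100nM Texas-615-DNA. Fluorescence polarization was read for both dyes.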
RGS4 inh – inhibitors of human regulator of G protein signaling 4; P49798; Transcreener GDP fluorescence polarization, RGS4-accelerated GTP hydrolysis; Potency, µM (titrated, usually from 114 µM), inactives show at the highest dose activity change, negative = inhibition, usual class: inhibitors; 390,000 tested, 0.039% active; AID 504845; further: potency means the concentration at half of the fitted maximal effect; on the % scale 0 is the no-effect control and ±100 the full control effect; nearly all actives have a fitted effect of over 75% in size; some results filed as inactive show a strong effect at the top dose
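MLSMR compounds (23 nl, pin-transferred) preincubated 10 min at room temperature with a 500nM (2x) first reagent, then RGS4 at 900nM (2x) plus Transcreener GDP mix added; fluorescence polarization (620/688 nm) read before and after 90 min at 30 °C.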
JMJD2A Tudor inh – JMJD2A Tudor domain (human) inhibition; O75164; AlphaScreen JMJD2A-Tudor / H3K4me3 peptide binding; Potency, µM (titrated, usually from 114 µM), inactives show at the top dose activity change, negative = inhibition, hits mostly inhibitors; 390,000 tested, 4.4% active; further: potency means the concentration at half of the fitted maximal effect; on the % scale 0 is the no-effect control and ±100 the full control effect; nearly all actives have a fitted effect of over 50% in size
Target sequence (O75164 whole entry, looked up, the tested form may be a part): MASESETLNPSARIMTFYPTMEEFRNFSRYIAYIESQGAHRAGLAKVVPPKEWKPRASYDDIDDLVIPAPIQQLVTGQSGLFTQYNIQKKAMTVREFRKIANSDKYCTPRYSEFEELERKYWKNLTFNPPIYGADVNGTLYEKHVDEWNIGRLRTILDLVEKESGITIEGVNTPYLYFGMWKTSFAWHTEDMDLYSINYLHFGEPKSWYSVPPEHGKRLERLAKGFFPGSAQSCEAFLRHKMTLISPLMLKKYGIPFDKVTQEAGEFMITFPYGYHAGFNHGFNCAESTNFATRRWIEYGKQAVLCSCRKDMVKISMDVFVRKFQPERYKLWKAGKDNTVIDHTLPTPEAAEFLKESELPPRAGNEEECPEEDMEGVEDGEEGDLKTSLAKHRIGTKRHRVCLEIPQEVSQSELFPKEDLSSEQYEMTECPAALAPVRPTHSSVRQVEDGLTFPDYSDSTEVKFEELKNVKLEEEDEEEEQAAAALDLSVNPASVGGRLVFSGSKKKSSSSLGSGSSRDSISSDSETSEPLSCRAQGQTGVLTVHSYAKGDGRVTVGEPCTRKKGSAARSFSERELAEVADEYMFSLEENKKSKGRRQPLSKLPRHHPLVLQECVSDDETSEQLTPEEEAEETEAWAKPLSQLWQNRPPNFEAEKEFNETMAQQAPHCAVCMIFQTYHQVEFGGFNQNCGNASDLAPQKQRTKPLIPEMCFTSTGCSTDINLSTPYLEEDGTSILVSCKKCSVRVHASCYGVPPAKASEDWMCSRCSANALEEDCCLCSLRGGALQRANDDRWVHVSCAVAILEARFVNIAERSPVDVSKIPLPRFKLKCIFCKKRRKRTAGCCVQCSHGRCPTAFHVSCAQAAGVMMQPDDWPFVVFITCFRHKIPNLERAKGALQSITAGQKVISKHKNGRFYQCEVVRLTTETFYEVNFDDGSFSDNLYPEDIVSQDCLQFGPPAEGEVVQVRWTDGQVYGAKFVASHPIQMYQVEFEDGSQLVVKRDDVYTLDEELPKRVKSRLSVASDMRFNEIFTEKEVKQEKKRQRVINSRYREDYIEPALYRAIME
The depositor's hits bear a star; ? = inconclusive; nt = not tested or not shown; [ ] = remark or other dose. Unless noted, the call rests on the fitted dose curve; in most records, active means well fitted curve in the direction sought with a large enough effect; inconclusive means small, poorly fitted or top-dose-only effect, or another doubt; inactive means no such curve, though single readings can be large; an effect the other way counts as inactive or inconclusive. These rows are one share of the data (hit frequency here may not be typical).

SMILES	HP1b binding inh	PI4K2A block	G9a inh	GLS inhibitor	BAZ2B inh	12-LOX inh	ERG-DNA inh	RGS4 inh	JMJD2A Tudor inh
CCNC(=O)c1sccc1-n1cccc1	15%	5	13%	-6%	-5%	6%	0%	-44%	-7%
CCC(CC)COC(=O)C1=C(C)NC(=O)NC1c1ccccc1Br (stereo not drawn)	30%	2	22%[0.501 µM]	6%	3%	-15%	9%	0%	-21%
CC(=O)c1cccc(NC(=O)C(C)OC(=O)Cc2c[nH]c3ccccc23)c1 (stereo not drawn)	-3%	-9	-25%	9%	-4%	-26%	3%	-3%	-22%
Cc1ccccc1Cn1cnc2c(nnn2Cc2ccc(F)cc2)c1=O	30%	-2	?	7%	-22%	1%	-1%	-8%	1%
CCCC(c1nnnn1C(C)(C)CC)N(Cc1ccco1)Cc1cc2ccc(OC)cc2[nH]c1=O (stereo not drawn)	17%	3	-3%[12.7 µM]	-1%	-4%	?	16%	?	-25%
COc1ccc(-c2nc3nc(C)cc(Nc4cccc(C(F)(F)F)c4)n3n2)cc1	152%[activator]	4	-23%[12.7 µM]	8%	?	-12%	1%	-11%	?
CCn1c(=O)c2cc(C(=O)N(CC(C)C)CC(C)C)sc2c2ccccc21	41%[activator]	-5	3%[59 µM]	3%	5%	?	8%	-10%	7%
O=C(COC(=O)c1ccccn1)Nc1cccnc1Cl	-1%	3	28µM*	-4%	79µM*	-10%	-1%	7%	?
CCN(/C=N/c1sc2c(c1C#N)CC(C)(C)NC2(C)C)CC	15%	-5	23%[12.7 µM]	-1%	6%	23%	-8%	-13%	-12%
COc1nc(N)nc(NC23CC4CC(CC(C4)C2)C3)n1	16%	-9	27%[12.7 µM]	0%	6%	-12%	nt	9%	-4%

Structural class: those above with fluorine.
SMILES	HP1b binding inh	PI4K2A block	G9a inh	GLS inhibitor	BAZ2B inh	12-LOX inh	ERG-DNA inh	RGS4 inh	JMJD2A Tudor inh
Cc1ccccc1Cn1cnc2c(nnn2Cc2ccc(F)cc2)c1=O	30%	-2	?	7%	-22%	1%	-1%	-8%	1%
COc1ccc(-c2nc3nc(C)cc(Nc4cccc(C(F)(F)F)c4)n3n2)cc1	152%[activator]	4	-23%[12.7 µM]	8%	?	-12%	1%	-11%	?

(continued)
SMILES	HP1b binding inh	PI4K2A block	G9a inh	GLS inhibitor	BAZ2B inh	12-LOX inh	ERG-DNA inh	RGS4 inh	JMJD2A Tudor inh
O=C(Nc1ccc2c(c1)OCCO2)C1CCN(C(=O)c2ccc([N+](=O)[O-])cc2)CC1	21%	-3	5%	7%	-2%	-8%	3%	-1%	-8%
COC(=O)c1c(C)cc(O)cc1O	39%[activator]	-1	nt	25%	nt	-2%	-10%	-6%	-12%
CCCCOC(=O)c1ccc(S(N)(=O)=O)o1	19%	5	18%[59 µM]	2%	-1%	-18%	-8%	16%	-22%
Cc1ccc(Cl)cc1-n1c(=O)cc(N2CCN(C(=O)c3ccco3)CC2)[nH]c1=O	3%	-3	?	5%	6%	-17%[57.4 µM]	nt	-21%	-5%
O=C1C=C(c2ccc3c(c2)OCCO3)C[C@@H](c2ccc(F)cc2)C1	40%[activator]	1	-10%[0.501 µM]	-2%	3%	-12%	2%	22%	-19%
COc1ccc(OC)c(/C=N/NC(=O)C(=O)N2CCCC2)c1	69%[activator]	-3	28%	-4%	-2%	-4%	5%	-20%	-8%
CC(C)NC(=O)c1nn(C)c2c1CS(=O)(=O)c1ccccc1-2	37%	-1	9%[59 µM]	4%	-1%	-14%	4%	-15%	2%
Cc1cccc(N(C(=O)c2ccc(CN3CCOCC3)o2)C(C(=O)NC(C)(C)C)c2ccc(F)cc2)c1 (stereo not drawn)	13%	-4	-11%[59 µM]	3%	1%	448%[activator]	-6%	-34%	-25%
O=S(=O)(Nc1ccc(-c2ccc(N3CCCC3)nn2)cc1)c1cccc(C(F)(F)F)c1	0%[57 µM]	2	3%[59 µM]	13%	0%	-3%	1%	15%	-17%
COCCn1c(SCC(=O)NC2CCCC2)nnc1-c1ccco1	22%	1	-21%	1%	2%	7%	5%	-19%	-7%
Cc1ccc(S(=O)(=O)n2nc(OC(=O)c3ccccc3F)cc2N)cc1	54%[activator]	46	0%	-17%	-3%	-26%	6%	-13%	-13%
CCOC(=O)C(c1ccccc1)C(Nc1ccc(Cl)c(Cl)c1)c1ccccn1 (stereo not drawn)	12%	-16	nt	-8%	?	-25%	8%	-9%	-5%
CCS(=O)(=O)Nc1ccc(C(=O)OC)cc1	33%	4	-5%[59 µM]	2%	5%	7%	-3%	4%	-7%
COc1ccc(NC(=O)CCN2CCCCCC2)cc1	4%	13	?	5%	-3%	-3%	-2%	-4%[11.4 µM]	-10%[11.4 µM]
CCOC(=O)c1ccc(NC(=O)CCC(=O)NCc2ccco2)cc1	41%[activator]	0	17%	-4%	-5%	0%	1%	26%	-1%
Cc1oc2c(c(C)cc3oc(=O)c(CC(=O)N[C@@H](C)C(=O)O)c(C)c32)c1C	24%	-2	?	3%	-8%	-4%	-18%	6%	4%
COC(=O)Cn1c(CN2CCC(Cc3ccccc3)CC2)nc2c1c(=O)n(C)c(=O)n2C	14%	2	?	-1%	-10%	?	nt	-6%	-11%
COc1ccc2c(c1)C(NC(C)=O)C(=O)N2C (stereo not drawn)	62%[activator]	1	?	1%	-2%	-18%	-8%	0%	-3%
Cc1nn(-c2ccccc2)c(C)c1C(=O)OCC(=O)N1CCN(S(=O)(=O)c2ccccc2)CC1	24%	0	7%[59 µM]	-7%	nt	0%	6%	-7%	-16%
Cc1cc(S(=O)(=O)N2CCCC(C(=O)Nc3ccc(C(=O)O)cc3)C2)ccc1Cl (stereo not drawn)	53%[activator]	2	11%	0%	-27%	-3%	12%	-19%	-12%
O=[N+]([O-])c1cccc(C=NNc2ccc3ccccc3n2)c1O	19%	-27	nt	6%	nt	?	0%	-19%	22µM*
COC(=O)c1ccccc1NC(=O)c1sc(N)nc1C	13%	0	-3%	12%	-2%	0%	-9%	-6%	0%
COC(=O)c1cccc(NC(=O)CC2C(=O)NCCN2C(=O)Nc2cc(C)cc(C)c2)c1 (stereo not drawn)	25%	4	15%	5%	-25%	5%	3%	-3%	-23%
C/C(=N/NC(=O)c1ccc(Cl)cc1Cl)c1cccnc1	57%[activator]	7	1%	1%	-2%	nt	-3%	-4%	-7%
CC1=NN(c2ccc(C(=O)OC(C)C)cc2)C(=O)/C1=C\C=C\c1ccco1	?	-11	4.5µM*	-4%	4µM*	?	0%	-20%	18µM*
O=C(CSc1nc2c(c(=O)[nH]1)CCC2)Nc1cc(C(F)(F)F)ccc1Cl	28%	-7	?	8%	-15%	-29%	-3%	-12%	-24%
CN(C)CCCNC(=O)c1cc(Br)ccc1Cl	17%	-4	17%[59 µM]	-8%	11%	0%	-9%	-7%	-13%
Cc1ccccc1C(=O)NCC(=O)OCC(=O)NC(C)C1CC2CCC1C2 (stereo not drawn)	25%	-2	20%[59 µM]	0%	5%	-18%	-8%	8%	1%
O=C(CC(c1ccccc1)c1ccccc1O)N1CCCCC1 (stereo not drawn)	8%	-6	nt	18%	-6%	16%	-5%	9%	-6%
COc1ccc(OC)c(/C=C/C(=O)OCC(=O)Nc2ccc3c(c2)OCCO3)c1	24%	2	-12%	8%	2%	-11%	nt	4%	-5%
Cc1cc(C)nc(N2CCCC(C(=O)NCCc3ccccc3F)C2)n1 (stereo not drawn)	29%	-3	-4%	3%	-2%	1%	6%	-3%	-19%
O=C(O)CC(NC(=O)C1CCCCC1)c1ccc(OC2CCCC2)cc1 (stereo not drawn)	3%	-1	-30%	10%	nt	0%	7%	3%	-20%
Cc1cccc(N(CC(N)=O)C2SC(=O)N(c3ccccc3)C2=O)c1 (stereo not drawn)	14%	20	?	6%	10%	11%	-2%	-21%	-2%
CCOCCCNC(=O)NC(=O)CN1CCN(S(=O)(=O)c2ccc3c(c2)OCCO3)CC1	17%[57 µM]	3	4%	6%	nt	-11%	-6%	-11%	5%
O=C(NC(=S)N1CCCCC1)c1csc([N+](=O)[O-])c1	-21%	-2	25µM*	0%	-32%	-63%	5%	-37%	-13%
Cc1cccc2c1cnn2C(=O)Nc1ccccc1Cl	12%	-8	?	-7%	2%	5%	-13%	2%	-14%
COc1ccccc1N1CC(C)(C)C(=O)N(C(=O)c2ccc(Cl)cc2)C1=S	-6%	2	40µM*	-19%	-34%	62%[activator]	21%	-10%	?
CCc1ccc(NC(=O)C2CCN(S(=O)(=O)c3c(C)noc3/C=C/c3cccs3)CC2)cc1	27%	-6	7%[59 µM]	0%	nt	-12%	0%	9%	-5%
CC(C)OCCCNc1nc2c(cnn2C)c(=O)[nH]1	24%	-13	nt	-16%	nt	5%	-9%	-21%	-6%
O=C(C[C@H]1C/C=C\CC[C@H](Cc2ccc(F)cc2)C(=O)OCCNC1=O)NCCO	46%[activator]	-3	nt	0%	nt	-6%	7%	-5%	3%
CC(=O)N1CCc2c(sc3c2c(=O)n(CCc2ccccc2)c(=O)n3Cc2ccc(Cl)cc2)C1	11%	0	?	4%	-32%	-6%	0%	-20%	-27%
Cc1ccc(-c2cn3c(n2)sc2cc(C(=O)NCCCN4CCCCCC4)ccc23)cc1	42%[activator]	3	1%[59 µM]	7%	-4%	?	6%	10%	-16%
